PGC1a acetyl inh = lowers PGC1a acetylation signal in U2OS cells | AID 651687 | inhibition, % at 15.6 µM | AlphaScreen anti-acetyl-lysine; with virally co-expressed GCN5 acetyltransferase | 0.17% of 350,000 active;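 active = every replicate shows inhibition of at least 40%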;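 also: 0% = neutral control wells and 100% = positive control wells; some results beyond the cut were filed as inactive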
RAD52 inh = RAD52 (human) annealing inhibition; P43351; recombinant RAD52 DNA annealing, FRET fluorescence; inhibition, % at 18.7 µM; 0.46% of 360,000 active; AID 651710;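 active = every replicate showing at least 50% inhibition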
ERAP1 HTS inh = blocks human ERAP1 aminopeptidase activity; recombinant ERAP1, Leu-AMC fluorescence, 60 min; inhibition, % at 10.7 µM; 0.15% of 340,000 active; AID 652197;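 active = mean replicate inhibition of at least 30%, or all replicates individually reaching that 30% level; inactive = mean below 30% and not every replicate reaching it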;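 also: 0% = neutral control wells and 100% = L-leucinethiol positive control wells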
miR122 inh = blocks miR-122 activity in Huh7 sensor cells; Huh7 miR-122 Renilla luciferase sensor, 48 h; neutral wells = 0, positive control = 100; activation (reporter increase), % at 12.5 µM; 0.3% of 340,000 active;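 active = mean replicate activation score at least 90 and every replicate individually at or above 90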;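 also: higher luciferase means less miR-122 activity so hits act as miR-122 inhibitors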
E-selectin induc = induces E-selectin expression in human endothelial cells | HUVEC E-selectin immunofluorescence imaging; normalized: neutral wells 0, TNF-alpha wells 100 | activation, % at 7.58 µM | 0.37% of 260,000 active | AID 686992;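 active = mean E-selectin-positive cell signal at least 10% of the positive control, reached in at least 60% of replicates, without over 20% cell loss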;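 also: in these data hits start at about 27%; measured in HUVEC primary endothelial cells; signal is the percent of cells scored E-selectin positive by PE staining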
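Material: HUVEC primary endothelial cells; Amount: 3,000 cells per well; Dosing: single concentration; Medium: EGM-2 growth medium on 0.1% gelatin-coated wells; Read-out basis: percent E-selectin-positive cells; Signal: immunofluorescence imaging; Control set: TNF-alpha, DMSO.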
RAD54 inh = RAD54 (human) branch migration inhibition; Q92698; RAD54 Holliday junction branch migration, FAM/BHQ fluorescence; inhibition, % at 10.4 µM; 0.14% of 360,000 active;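 active = mean normalized replicate activity at least 40 and at least half of replicates scoring 40 or more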;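 also: 0% = median of neutral control wells and 100% = median of positive control wells; inhibitors cause a drop in the FAM fluorescence signal; in these data hits start at about 50%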
Target sequence (Q92698 whole entry, looked up): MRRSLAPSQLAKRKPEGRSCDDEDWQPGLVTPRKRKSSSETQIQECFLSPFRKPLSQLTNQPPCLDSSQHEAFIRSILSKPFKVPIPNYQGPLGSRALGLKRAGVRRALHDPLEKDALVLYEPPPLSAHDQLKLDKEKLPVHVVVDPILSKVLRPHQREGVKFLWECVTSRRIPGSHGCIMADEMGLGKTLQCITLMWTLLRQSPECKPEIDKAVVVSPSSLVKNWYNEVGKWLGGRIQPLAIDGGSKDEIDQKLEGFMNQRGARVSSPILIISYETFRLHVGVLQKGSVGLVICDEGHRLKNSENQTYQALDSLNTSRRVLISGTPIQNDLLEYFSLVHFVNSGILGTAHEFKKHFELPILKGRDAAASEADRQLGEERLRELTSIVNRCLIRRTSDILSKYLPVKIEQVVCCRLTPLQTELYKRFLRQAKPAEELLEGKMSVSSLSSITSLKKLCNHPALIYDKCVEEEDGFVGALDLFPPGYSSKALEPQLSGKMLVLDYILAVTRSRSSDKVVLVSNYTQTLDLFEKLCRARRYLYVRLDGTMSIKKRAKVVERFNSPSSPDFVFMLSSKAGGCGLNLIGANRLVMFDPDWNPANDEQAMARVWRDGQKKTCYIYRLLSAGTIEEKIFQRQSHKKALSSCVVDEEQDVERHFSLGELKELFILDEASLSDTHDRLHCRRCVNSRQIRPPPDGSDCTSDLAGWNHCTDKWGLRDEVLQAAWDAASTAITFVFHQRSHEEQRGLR
PglD DTNB = blocks C. jejuni PglD acetyltransferase activity; purified PglD enzyme, DTNB colorimetric CoA detection; inhibition, % at 12.5 µM; 0.098% of 360,000 active; AID 602405; in the data active = inhibition above about 16%, passing the limit was not always enough; also: strong numbers were not always called active
Cneo AK release = Cryptococcus neoformans lysis via adenylate kinase release | 0.2% of 360,000 active | lysis activity, % at 15 µM | C. neoformans lysis, adenylate kinase release luminescence, 4 h; normalised: neutral wells 0, clomiphene wells 100;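 active = mean lysis activity across replicates of at least 80%, whatever share of replicates individually reach that level; inactive = mean lysis activity below 80%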
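Material: C. neoformans cells; Schedule: 4 h static compound exposure, 37 °C, read 1 h post-reagent; Measured by: adenylate kinase release luminescence; Read-out: signal increase indicating cell lysis; Controls: Clomiphene as positive lysis control.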
* marks the source's active call; other numbers are inactive results; x = not tested or not shown; [ ] = dose if it differs, or a comment.

Values run as follows: PGC1a acetyl inh	RAD52 inh	ERAP1 HTS inh	miR122 inh	E-selectin induc	RAD54 inh	PglD DTNB	Cneo AK release
1) CCOC(=O)N1CCN(C(=O)c2ccccc2CCc2ccccc2)CC1
→ -13	x	x	-1	x	3	-1	-2
2) O=C1CC(c2ccccc2)=Nc2ccccc2N1
→ 3	-10	-1	x	x	4	-1	2
3) CSc1ccccc1NC(=O)CN(C)CC(=O)Nc1cccc(Br)c1
→ x	-3	0	2	1.1	8	-1	1
4) O=C(C[C@@H]1CC[C@@H](NC(=O)c2ccc3c(c2)OCO3)[C@@H](CO)O1)NCc1ccc(Oc2ccccc2)cc1
→ 0	9	1	x	-0.1	9	1	-1
5) Cc1ccc(-c2ccc3c(c2)O[C@@H](CN(C)C(=O)NC(C)C)[C@@H](C)CN([C@H](C)CO)S3(=O)=O)cc1
→ -7	20	-2	6[16.7 µM]	0.4	2	3	-8
6) CN(C)C(=O)[C@@H]1[C@@H](CO)[C@@H]2Cn3c(ccc(-c4cccc(F)c4)c3=O)[C@H]1N2Cc1ccccc1
→ x	-3	-2	x	-0.3	-8	-1	2
7) C[C@@H]1CN([C@@H](C)CO)C(=O)c2cc(NC(=O)NC3CCCCC3)ccc2O[C@@H]1CN(C)Cc1ccc(Oc2ccccc2)cc1
→ 9	-9	1	46[16.7 µM]	0.2	-2	1	7
8) CN1CCN(c2ccccc2NC(=O)COc2ccc(Br)cc2)CC1
→ x	x	x	11	x	3	1	-1
9) C[C@H](CO)N1C[C@H](C)[C@@H](CN(C)C(=O)Nc2ccc3c(c2)OCO3)OCCCC[C@H](C)Oc2ccc(NS(=O)(=O)c3ccc(F)cc3)cc2C1=O
→ 0	x	x	-4[16.7 µM]	0.4	-5	-4	0
10) O=[N+]([O-])c1ccccc1/C=C/c1ccncc1
→ 4	-2	3	x	x	9	3	17
11) Cc1cccc2cc(CN(Cc3ccc(F)cc3)C(=O)N(C)C)c3nnnn3c12
→ 2	x	x	9	x	3	-4	1
12) CCCOc1ccc(CNCCCOCC)cc1OC
→ 3	-25	-3	3	6.3	-12	-4	2
13) N/C(CSc1ccc(Cl)cc1)=N\S(=O)(=O)c1ccc(Cl)cc1
→ 2	-6	1	-5	2.8	x	x	x
14) COc1ccccc1CN(C)C(=O)CN1CCN(S(=O)(=O)c2ccc3c(c2)OCCCO3)CC1
→ 5	-7	1	-6	x	-1	2	-1
15) CC(=O)Nc1ccc(OCC(O)Cn2c3ccccc3c3ccccc32)c(C)c1 (stereo not given)
→ -5	x	x	x	x	9	-2	6
16) CO[C@@H]1CN(C)C(=O)c2ccc(NC(=O)CC(F)(F)F)cc2OC[C@@H](C)N(C(=O)C2CC2)C[C@@H]1C
→ 10	-28	-2	x	-0.1	x	x	x
17) Cc1ccc(Cl)cc1NC(=O)CNC(=O)N1CC(=O)Nc2ccccc21
→ 3	-2	2	3	x	-3	0	6
18) Nc1ccc2oc3ccc(N)cc3c(=O)c2c1
→ 2	x	x	-1	x	14	5	8
19) Cc1ccc(S(=O)(=O)N[C@H]2CC[C@H](CCNC(=O)Cc3ccccn3)O[C@@H]2CO)cc1
→ 5	-25	-2	x	2.1	-2	0	-2
20) CC(C)Oc1ccc2ccccc2c1CNC[C@H]1O[C@@H](n2ccc(N)nc2=O)[C@H](O)[C@@H]1O
→ -4	9	-7	-1	-0.1	x	x	x
21) Cc1ccc(C)c(OCC(O)CN2CCc3ccccc3C2)c1C (stereo not given)
→ 11	-2	-2	-20	-0.1	1	-2	-1
22) COc1ccc(-c2cc(C(=O)Nc3cc(Cl)ccc3OC)no2)cc1
→ -7	-14	2	-5	x	-5	-7	-3
23) COC(=O)c1cc(S(=O)(=O)NCCCc2ccco2)c[nH]1
→ -6	-15	-3	2	x	2	-1	4
24) C[C@@H]1CCCCO[C@H](CN(C)S(=O)(=O)c2ccc(F)cc2)[C@H](C)CN([C@H](C)CO)C(=O)c2cc(NS(=O)(=O)c3cn(C)cn3)ccc2O1
→ -17	9	-3	2[16.7 µM]	x	7	5	0
25) CCOC(=O)N1CCN(C(=O)C2CCC(=O)N(Cc3ccc(Cl)cc3)C2)CC1 (stereo not given)
→ -1	-8	1	-3	-0.2	3	1	-3
26) C[C@H]1CN([C@@H](C)CO)S(=O)(=O)c2ccc(C#CCN(C)C)cc2O[C@H]1CN(C)C(=O)C1CCCCC1
→ -2	0	2	17[16.7 µM]	-0.1	-3	1	-1
27) O=C(CCN1C(=O)C2CC=CCC2C1=O)Nc1cccc(Cl)c1 (stereo not given)
→ 2	-17	-5	3	-0.1	-6	-3	-1
28) COc1cccc(CC(=O)Nc2nc3c(s2)C(=O)CC(C)(C)C3)c1
→ -8	-13	0	-3	x	6	-3	2
29) COCC(=O)N1[C@@H](C#N)[C@@H](c2ccccc2-c2cccc(C)c2)[C@@H]1CO
→ 2	-9	-1	x	0.1	x	x	x
30) COc1ccccc1NC(=O)N[C@H]1CC[C@H](CCn2cc(-c3ccccc3)nn2)O[C@H]1CO
→ -4	19	0	x	-0.7	-7	3	-1

Overlap with the part before: three compounds, then new ones.
Values run as follows: PGC1a acetyl inh	RAD52 inh	ERAP1 HTS inh	miR122 inh	E-selectin induc	RAD54 inh	PglD DTNB	Cneo AK release
28) COc1cccc(CC(=O)Nc2nc3c(s2)C(=O)CC(C)(C)C3)c1
→ -8	-13	0	-3	x	6	-3	2
29) COCC(=O)N1[C@@H](C#N)[C@@H](c2ccccc2-c2cccc(C)c2)[C@@H]1CO
→ 2	-9	-1	x	0.1	x	x	x
30) COc1ccccc1NC(=O)N[C@H]1CC[C@H](CCn2cc(-c3ccccc3)nn2)O[C@H]1CO
→ -4	19	0	x	-0.7	-7	3	-1
31) O=C(C=Cc1ccc2c(c1)OCO2)C=Cc1ccc2c(c1)OCO2
→ x	-9	-1	x	-0.3	-2	-2	1
32) C=CCN1C(=O)/C(=c2\sc3nc(=O)c(Cc4ccccc4Cl)nn3c2=O)c2ccccc21
→ 2	-14	-2	x	x	2	-2	-1
33) CCC(=O)N1[C@H](CO)[C@H]2c3ccccc3N(C(=O)Nc3ccccc3Cl)C[C@H]21
→ -4	-7	x	-4[16.7 µM]	0.2	-6	1	-2
34) O=C(CCNc1cccc(F)c1)c1cccc([N+](=O)[O-])c1
→ 3	-14	3	x	-1.1	x	x	x
35) S=C(NCc1ccc2[nH]c3c(c2c1)CCCC3)Nc1ccccc1
→ -16	-19	-2	38	0.0	6	-3	14
36) COc1ccc(CNC(=O)CSc2nnc(C)s2)cc1
→ 6	x	x	0	x	-11	2	7
37) COc1ccc(-c2noc3c2-c2nc(-c4ccccc4)sc2CC3)cc1
→ 4	-32	4	1	-0.2	4	1	1
38) C[C@@H]1CN([C@H](C)CO)S(=O)(=O)c2ccc(-c3ccncc3)cc2O[C@@H]1CN(C)C(=O)Nc1ccc(C(F)(F)F)cc1
→ 15	9	1	28[16.7 µM]	1.0	-2	-1	1
39) CCOC(=O)CNC(=O)CSc1nc2cccnc2n1C1CCCCC1
→ 1	x	x	0	x	2	1	6
40) NC(=O)Cn1cnc(-c2ccccc2)c1
→ -23	-6	3	-1	x	-8	-2	-3
41) CO[C@H]1CN(C)C(=O)c2cccc(C#N)c2OCC[C@@H]2CC[C@H](OC)[C@@H](CN(C)C(=O)[C@H]1C)O2
→ x	-4	-3	x	0.3	1	-1	2
42) CO[C@H]1CN(C)C(=O)c2ccc(NC(=O)Cc3ccccc3)cc2OC[C@H](C)N(CC2CC2)C[C@H]1C
→ -14	12	-1	-1[16.7 µM]	0.0	-10	-2	-3
43) CCOc1ncccc1C(=O)OCC(=O)NCCc1ccc(S(N)(=O)=O)cc1
→ x	-4	-3	x	x	4	-1	-1
44) Cc1cc(C)cc(N(C(C)C(=O)NCCC2=CCCCC2)S(C)(=O)=O)c1 (stereo not given)
→ -7	-18	4	-2	x	1	0	2
45) Clc1ccc(Cn2ncc3c(N4CCOCC4)ncnc32)cc1
→ -6	x	x	-3	x	7	3	-2
46) Cc1ccc(CCN2CC(C(=O)O)CC2=O)cc1 (stereo not given)
→ -4	x	x	2	x	-1	3	2
47) O=C(C[C@@H]1C=C[C@@H](NC(=O)c2ccncc2)[C@H](CO)O1)NCC1CCCCC1
→ -3	-6	0	x	0.1	1	2	1
48) O=C(COC(=O)c1cccc(-n2cnnn2)c1)c1ccc(F)c(F)c1
→ 3	-19	1	1	-0.2	-3	3	1
49) CCN(CC)S(=O)(=O)c1ccc(C(=O)NCc2n[nH]c(=S)n2-c2ccccc2OC)cc1
→ -10	x	x	-2	x	3	3	-3
50) Cc1noc(C)c1S(=O)(=O)Nc1ccc2c(c1)CC(=O)N([C@@H](C)CO)C[C@@H](C)[C@H](CN(C)S(=O)(=O)c1ccc(Cl)cc1)O2
→ 5	-8	0	-5[16.7 µM]	1.5	-11	0	-3
51) Cc1cc2c(=O)n(C)c(SCC(=O)Nc3ccccc3C)nc2s1
→ 0	-7	-7	41	x	x	x	x
52) CCN(CC(=O)NCc1cccs1)C(=O)c1cccc(S(=O)(=O)NCc2ccccc2)c1
→ 14	-3	0	16	0.2	10	4	0
53) C[C@@H]1CCCCO[C@@H](CN(C)C(=O)CCCN(C)C)[C@H](C)CN([C@@H](C)CO)C(=O)c2cc(NC(=O)NC3CCCCC3)ccc2O1
→ x	20	-1	0[16.7 µM]	0.3	0	2	-2
54) CC(C)c1cn(CC[C@@H]2CC[C@H](NC(=O)C3CCCCC3)[C@@H](CO)O2)nn1
→ -2	-5	2	x	0.0	-14	1	-8
55) Fc1ccccc1CSc1nc2ncccc2[nH]1
→ 6	x	x	-2	x	-11	2	-1
56) C[C@@H]1CN([C@H](C)CO)C(=O)Cc2cc(NC(=O)Cc3cn(C)c4ccccc34)ccc2O[C@@H]1CN(C)Cc1ccc(C(=O)Nc2ccccc2N)cc1
→ 1	14	-2	-1[16.7 µM]	x	-4	1	0
57) C[C@@H]1CN([C@H](C)CO)C(=O)c2cc(C#CCN(C)C)cnc2O[C@H]1CN(C)S(C)(=O)=O
→ -5	-9	-1	-2[16.7 µM]	-0.2	8	-2	45
58) O=C(c1cnccn1)N1CC(=O)N2[C@H](CO)[C@@H](c3ccc(C#CC4CC4)cc3)[C@H]2C1
→ -1	-8	-3	x	-0.1	x	x	x
59) COc1ccc(NC(=O)N/C=C/c2ccc(Cl)cc2)cc1
→ 6	-19	-3	3	3.4	-6	-1	-26
60) CC(Oc1cc2oc(=O)c3c(c2cc1Cl)CCC3)C(=O)NC1CC(C)(C)NC(C)(C)C1 (stereo not given)
→ -14	0	-7	-7	0.5	3	0	0
61) CCc1nc2c(OCc3cccc(Cl)c3)cccn2c1N(C)C(=O)C(C)C
→ x	x	x	1	x	4	2	0
62) Cc1ccc(NC(=O)CCS(=O)(=O)c2cccc3nonc23)c(Cl)c1
→ -8	-8	0	-4	x	0	-2	-1
63) O=C(Nc1ccc(F)cc1)N1C[C@H]2[C@@H](c3ccccc31)[C@@H](CO)N2C(=O)c1cccnc1
→ 7	-6	-2	0[16.7 µM]	0.0	9	1	-3
64) O=C(C[C@@H]1CC[C@H](NC(=O)c2cccc(F)c2)[C@H](CO)O1)NCc1ccccc1
→ 1	6	-1	x	-0.4	3	-3	2
65) CC(C)C(=O)Nc1ccc2c(c1)C(=O)N(C)[C@H]1CC[C@H](CC(=O)N[C@H](C)c3ccccc3)O[C@@H]1CO2
→ 4	x	x	-17[16.7 µM]	0.1	-7	-2	-2
66) COc1ccc(C)cc1-n1nnnc1SC/C(O)=C(\C#N)c1nc2ccccc2[nH]1
→ 12	x	x	8	-0.6	0	-5	2
67) Cc1ccccc1C(=O)N[C@H](C(=O)OCC(=O)NC1CC1)C(C)C
→ 17	-11	-1	-7	15	8	4	0
68) C[C@H]1CN([C@@H](C)CO)C(=O)Cc2cc(NC(=O)Nc3ccc(C(F)(F)F)cc3)ccc2O[C@H]1CN(C)Cc1ccc(Cl)c(Cl)c1
→ -8	-21	0	-18[16.7 µM]	8.6	2	2	-4
